AID772 = HT29 colon tumor cell growth inhibition, primary screen, imaging, high content imaging, 72 h, CellTiter-Glo (AID 772) | HT29 cell growth, HCS imaging cell count, 72 h; active compounds read high | growth inhibition, % at 10 µM | hit rate 0.6% among 3,300;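 active means growth inhibition above 90%, meaning viable cell count cut by more than 90% versus vehicle controls; inactive means growth inhibition below 90%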
A549 proliferation = A549 NSCLC cell proliferation inhibitors – ATP luminescence, human non-small cell lung line, primary screen (AID 371) | A549 growth inhibition, ATP luminescence; active compounds read high | growth inhibition, % at 10 µM | hit rate 8.4% among 3,300;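 active means mean growth inhibition over the two runs of 50% or more; inactive means mean growth inhibition under 50%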;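 further: compound exposure lasted 72 h before the ATP read; 0% = untreated cell signal and 100% = no luminescence left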
HT29 cell growth-1 = HT29 colon tumor cell growth inhibition, primary screen, imaging, high content imaging, 48 h, CellTiter-Glo (AID 771). hit rate 2% among 3,300. HT29 cell growth, HCS imaging cell count, 48 h; active compounds read high. growth inhibition, % at 10 µM;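 active means growth inhibition above 90%, meaning viable cell count by imaging cut by more than 90% versus vehicle controls; inactive means growth inhibition below 90%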;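 further: percent fewer viable cells counted by imaging than vehicle controls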
HT29 cell growth-2 = HT29 colon tumor cell growth inhibition, primary screen, imaging, high content imaging, 24 h, CellTiter-Glo (AID 770) | 3,300 tested, under 10 active | HT29 cell number by imaging, 24 h; active compounds read high | growth inhibition, % at 10 µM;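 active means growth inhibition above 90% in viable cell count at a single dose; inactive means growth inhibition below 90%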
AID364 = cytotoxicity toward Jurkat T cells, primary screen, cell-based, Jurkat E6.1, NIH starter set (AID 364); Jurkat E6.1 viability, ATP luminescence, 48 h; higher % means a stronger effect; inhibition, % at 4 µM, or CC50 in µM where a hit was titrated; hit rate 2% among 3,300;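 active means concentration giving half-maximal inhibition at or below 20 micromolar; inactive means half-maximal concentration above 20 micromolar, or not dose tested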;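 further: 100% = cells treated with 4 µM doxorubicin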
HT29 cell growth-2 condensed nuclei = second read-out of HT29 cell growth-2, no call of its own (marks repeat the call); condensed nuclei, %; measured here: percent cells with condensed nuclei;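 share of cells whose nuclear area falls below control median minus 1.5 SD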
HT29 cell growth-2 ATP viability = also measured in HT29 cell growth-2; calls as there; growth inhibition, %; measured here: ATP CellTiter-Glo viability
HT29 cell growth-1 condensed nuclei = further read-out of HT29 cell growth-1, marked with its call; condensed nuclei, %; measured here: percent cells with condensed nuclei;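 condensed means Hoechst nuclear area under control median minus 1.5 SD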
HT29 cell growth-1 ATP viability = also measured in HT29 cell growth-1; calls as there; growth inhibition, %; measured here: ATP CellTiter-Glo viability inhibition
AID772 condensed nuclei = recorded beside AID772, whose call it bears; condensed nuclei, %; measured here: percent cells with condensed nuclei;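 condensed means nuclear area below control median minus 1.5 SD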
AID772 second = recorded beside AID772, whose call it bears; growth inhibition, %; measured here: ATP CellTiter-Glo viability
* marks the source's active call; other numbers are inactive results.

Letters: A = AID772; B = AID772 condensed nuclei; C = AID772 second; D = A549 proliferation; E = HT29 cell growth-1; F = HT29 cell growth-1 condensed nuclei; G = HT29 cell growth-1 ATP viability; H = HT29 cell growth-2; I = HT29 cell growth-2 condensed nuclei; J = HT29 cell growth-2 ATP viability; K = AID364
CCN(CC)CCN1C(=O)C(O)=C(C(=O)c2cc3ccccc3o2)C1c1cccnc1 (configuration not stated)
  A = 5	B = 10	C = -16	D = -1	E = 23	F = 2.4	G = -7	H = -2	I = 3.6	J = -3	K = 2%
Cc1ccc(C(=O)/C=C/Nc2ccccn2)cc1
  A = 67	B = 1	C = 27	D = 21	E = -68	F = 1.2	G = -12	H = 0	I = 1.8	J = 8	K = -1%
CN(C)CCCN1C(=O)C(=O)/C(=C(/O)c2ccccc2)C1c1ccccn1 (configuration not stated)
  A = -65	B = 2	C = -43	D = 5	E = 21	F = 2.4	G = -17	H = 7	I = 2.5	J = -5	K = 8%
COc1ccccc1-c1cc(-c2cc(Cl)ccc2O)n[nH]1
  A = -12	B = 8	C = 41	D = 15	E = 59	F = 3.0	G = 19	H = 23	I = 4.4	J = 8	K = 12%
Cc1cc(C)n(-c2c(F)c(F)c(CN3CCCCC3)c(F)c2F)n1
  A = -15	B = 2	C = -59	D = 10	E = 16	F = 2.6	G = 2	H = -23	I = 1.2	J = -14	K = 4%
CCOc1cccc(N2C(=O)CC(N(CCc3ccc(OC)c(OC)c3)C(=O)CC)C2=O)c1 (configuration not stated)
  A = -144	B = 2	C = -17	D = 4	E = -15	F = 0.9	G = 1	H = -2	I = 3.1	J = -4	K = -12%
CCOc1ccc2c(c1)n([O-])c1c([n+]2=O)CCCC1
  A = -112	B = 1	C = -21	D = 0	E = -21	F = 3.5	G = -8	H = 4	I = 3.0	J = -7	K = -5%
Brc1ccc(-c2cnnc(N3CCCC3)n2)cc1
  A = -67	B = 2	C = -61	D = 24	E = 2	F = 4.4	G = -18	H = 13	I = 5.2	J = -5	K = 10%
O=C(O)CCN(CCC(=O)O)c1nnc(SCc2ccccc2)s1
  A = -55	B = 4	C = -60	D = -5	E = 41	F = 0.5	G = -19	H = 31	I = 4.5	J = -1	K = -15%
Cc1cc(C)n(C(=O)CSc2nc3ccccc3o2)n1
  A = 14	B = 12	C = -17	D = -8	E = 33	F = 1.4	G = 3	H = 35	I = 2.3	J = -10	K = -18%
CC(=O)c1c(C)c2c(n1CCN(C)C)CCCC2
  A = 2	B = 8	C = 3	D = 10	E = 16	F = 5.0	G = 5	H = 14	I = 2.6	J = 14	K = 8%
COc1cc(N2C(=O)CSC23C(=O)Nc2ccccc23)cc(OC)c1OC (configuration not stated)
  A = 32	B = 13	C = -1	D = 3	E = 35	F = 4.4	G = 5	H = -1	I = 1.9	J = -1	K = -8%
CC1(C)Cc2c(C#N)c(N3CCOCC3)nc(Cc3ccccc3)c2CO1
  A = 21	B = 12	C = 24	D = 17	E = -2	F = 2.9	G = 16	H = -40	I = 1.7	J = 4	K = 0%
COc1ccc(OC)c(C2/C(=C(/O)c3ccc(C)cc3)C(=O)C(=O)N2Cc2ccco2)c1 (configuration not stated)
  A = -9	B = 10	C = -23	D = 14	E = 43	F = 2.1	G = 4	H = 22	I = 3.1	J = 9	K = -6%
CN(C)CCCN(CCCNC(=O)/C=N/O)Cc1ccccc1
  A = -23	B = 7	C = -47	D = 2	E = 25	F = 1.5	G = -13	H = -12	I = 2.8	J = -10	K = -6%

As a short view, some entries already given.
Letters: A = AID772; B = AID772 condensed nuclei; C = AID772 second; D = A549 proliferation; E = HT29 cell growth-1; F = HT29 cell growth-1 condensed nuclei; G = HT29 cell growth-1 ATP viability; H = HT29 cell growth-2; I = HT29 cell growth-2 condensed nuclei; J = HT29 cell growth-2 ATP viability; K = AID364
CCN(CC)CCN1C(=O)C(O)=C(C(=O)c2cc3ccccc3o2)C1c1cccnc1 (configuration not stated)
  A = 5	B = 10	C = -16	D = -1	E = 23	F = 2.4	G = -7	H = -2	I = 3.6	J = -3	K = 2%
Cc1ccc(C(=O)/C=C/Nc2ccccn2)cc1
  A = 67	B = 1	C = 27	D = 21	E = -68	F = 1.2	G = -12	H = 0	I = 1.8	J = 8	K = -1%

Full records as entered above:
`Brc1ccc(-c2cnnc(N3CCCC3)n2)cc1` is entered as AID772: -67; AID772 condensed nuclei: 2; AID772 second: -61; A549 proliferation: 24; HT29 cell growth-1: 2; HT29 cell growth-1 condensed nuclei: 4.4; HT29 cell growth-1 ATP viability: -18; HT29 cell growth-2: 13; HT29 cell growth-2 condensed nuclei: 5.2; HT29 cell growth-2 ATP viability: -5; AID364: 10%
`COc1ccccc1-c1cc(-c2cc(Cl)ccc2O)n[nH]1` is entered as AID772: -12; AID772 condensed nuclei: 8; AID772 second: 41; A549 proliferation: 15; HT29 cell growth-1: 59; HT29 cell growth-1 condensed nuclei: 3.0; HT29 cell growth-1 ATP viability: 19; HT29 cell growth-2: 23; HT29 cell growth-2 condensed nuclei: 4.4; HT29 cell growth-2 ATP viability: 8; AID364: 12%

(next part)
Letters: A = AID772; B = AID772 condensed nuclei; C = AID772 second; D = A549 proliferation; E = HT29 cell growth-1; F = HT29 cell growth-1 condensed nuclei; G = HT29 cell growth-1 ATP viability; H = HT29 cell growth-2; I = HT29 cell growth-2 condensed nuclei; J = HT29 cell growth-2 ATP viability; K = AID364
CCOC(=O)/C=c1\s/c(=C(\C#N)C(=O)OCC)n(-c2ccccc2)c1=O
  A = -25	B = 2	C = -41	D = 6	E = -5	F = 1.0	G = -7	H = -9	I = 2.5	J = -10	K = -3%
Cc1cc(=O)oc(C)c1C(=O)NCC(C)NC(=O)c1c(C)cc(=O)oc1C (configuration not stated)
  A = 44	B = 2	C = -18	D = 0	E = 46	F = 5.0	G = -9	H = 10	I = 3.4	J = -2	K = 7%
N#Cc1c(N)n(CCOC(=O)c2cccc(Br)c2)c2nc3ccccc3nc12
  A = -25	B = 3	C = 14	D = 3	E = -24	F = 3.5	G = 2	H = 39	I = 1.5	J = 24	K = 11%
O=C(Nc1ccccn1)NC(C(F)(F)F)C(F)(F)F
  A = 35	B = 6	C = 0	D = 1	E = 12	F = 2.1	G = -4	H = -18	I = 3.2	J = -15	K = 3%
COc1cc(=O)n2c(-c3ccccc3)csc2n1
  A = -29	B = 2	C = -24	D = 11	E = 25	F = 1.8	G = 5	H = 37	I = 5.1	J = -3	K = 6%
CCOC(=O)c1c(CNCCN(CC)CC)n(C)c2cc(Br)c(OC)cc12
  A = 41	B = 12	C = 11	D = 34	E = -12	F = 2.9	G = -40	H = 26	I = 5.7	J = -15	K = 20%
CCSc1nc(N)c2c3c(sc2n1)CCC3
  A = 29	B = 2	C = -44	D = 7	E = 18	F = 2.9	G = -22	H = 27	I = 2.0	J = 7	K = -3%
Cc1ccc(S(=O)(=O)NC(=O)NCc2ccc3c(c2)OCO3)cc1
  A = 28	B = 4	C = -12	D = 0	E = -21	F = 4.7	G = -2	H = -8	I = 2.5	J = -11	K = 8%
CC1(C)Cc2c(C#N)c(NCC3CCCO3)nc(-c3ccco3)c2CO1 (configuration not stated)
  A = -33	B = 3	C = -70	D = 11	E = 48	F = 4.5	G = 22	H = -21	I = 2.2	J = -20	K = -2%
Brc1cccc(-c2cnc3n2CCCCC3)c1
  A = -20	B = 7	C = 16	D = 24	E = 23	F = 3.7	G = 2	H = -26	I = 1.8	J = 9	K = 4%

Bioassay records as filed in PubChem.

Some of the compounds tested; count on the stated rates, not on these rows.
